Screening results deposited in PubChem BioAssay by National Center for Advancing Translational Sciences (NCATS).
3T3 cytotox: cytotoxic compounds in NIH 3T3 cells | 94,000 tested, 4.3% active | Potency, µM (top dose mostly 96.7 µM), without a hit: at the top dose activity change, negative = cytotoxicity, actives largely listed as inhibitors | NIH 3T3 viability, CellTiter-Glo ATP luminescence, 48-72 h; also: potency is read from the fitted curve at half-maximal effect; nearly all actives have a fitted effect of over 55% in size
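Cytotoxicity was measured by CellTiter-Glo ATP luminescence after 48 or 72 h compound exposure at 37 °C. Mouse NIH 3T3 fibroblasts were seeded at 400 cells/well and dosed by 23 nL pin transfer.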
HEK cytotox: cytotoxic compounds in HEK 293 cells | HEK 293 viability, ATP luminescence (CellTiter-Glo), 48-72 h | Potency, µM (doses to about 115 µM), for inactives: at the top dose activity change, negative = cytotoxicity, hits mostly inhibitors | 94,000 tested, 6.6% active | AID 1345083; also: potency is read from the fitted curve at half-maximal effect; nearly all actives have a fitted effect of over 60% in size
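250 HEK 293 cells/well; compound by pintool; incubated 48 or 72 hr at 37 degree Celsius; CellTiter-Glo added, 10 min RT, luminescence imaged.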
IP6K1 inhibitor: blocks human inositol hexakisphosphate kinase 1 | Q92551 | IP6K1 kinase, ADP-Glo luminescence, 2 h; stronger effect = lower value | activity change, % (series mostly up to about 58 µM) | 140,000 tested, 0.81% active | AID 1645851; in the data active = activity change below about -25%
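ADP-Glo luminescence measures ADP made by human IP6K1 during a 2 h RT reaction with ATP/IP6 (mix at 1.3 mM/130 uM); top library doses 57.5 and 19.1 uM final.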
SNCA expr inhib: reduces expression of the alpha-synuclein gene; HEK-293 SNCA-luciferase knock-in, luminescence, 24 h; Potency, µM (titrated, usually from 57.2 µM), without a hit: at the highest dose activity change, negative = inhibition, hits mostly inhibitors; 140,000 tested, 0.17% active;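 also: potency is read from the fitted curve at half-maximal effect; plate controls were DMSO cells for no effect and cell-free wells for full effect; nearly all actives have a fitted effect of over 45% in size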
FLuc inh: Photinus pyralis luciferase inhibition. P08659. AID 1347043. Potency, µM (series often up to 115 µM), without a hit: at the top dose activity change, negative = inhibition, actives largely listed as inhibitors. purified P. pyralis luciferase, luminescence, biochemical. 76,000 tested, 2.5% active; also: potency is read from the fitted curve at half-maximal effect; nearly all actives have a fitted effect of over 65% in size
Target sequence (P08659 whole entry, looked up): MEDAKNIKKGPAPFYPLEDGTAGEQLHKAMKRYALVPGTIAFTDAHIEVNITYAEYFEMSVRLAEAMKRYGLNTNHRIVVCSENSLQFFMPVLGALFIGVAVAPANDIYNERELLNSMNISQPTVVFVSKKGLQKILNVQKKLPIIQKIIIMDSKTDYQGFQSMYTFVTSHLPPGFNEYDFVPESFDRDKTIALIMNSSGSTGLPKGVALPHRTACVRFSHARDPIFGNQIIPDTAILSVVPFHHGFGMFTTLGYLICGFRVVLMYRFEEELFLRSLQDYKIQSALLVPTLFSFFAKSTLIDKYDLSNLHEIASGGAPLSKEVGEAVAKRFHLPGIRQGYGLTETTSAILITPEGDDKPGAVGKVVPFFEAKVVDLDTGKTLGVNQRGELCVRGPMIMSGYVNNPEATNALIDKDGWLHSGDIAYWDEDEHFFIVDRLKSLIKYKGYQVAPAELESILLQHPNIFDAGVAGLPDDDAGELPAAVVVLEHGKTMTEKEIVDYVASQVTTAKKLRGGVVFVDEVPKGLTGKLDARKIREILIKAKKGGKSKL
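Cell-free enzyme assay, 10nM P. pyralis luciferase, luciferin and ATP each at 10uM. Inhibition profiled over a 6-point titration, read as luminescence.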
HEK293 viab: counter-screen for SNCA expression inhibitors: cell viability. AID 1671193. 150,000 tested, 0.12% active. HEK-293-SNCA-luc viability, GF-AFC fluorescence, 24 h. Potency, µM (titrated, usually from 57.1 µM), for the others: at the top dose activity change, negative = cytotoxicity, actives largely listed as cytotoxic;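 also: potency is read from the fitted curve at half-maximal effect; 0% = DMSO-treated cells and -100% = medium-only wells without cells; nearly all actives have a fitted effect of over 30% in size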
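Cytotoxicity counterscreen: after 24 h compound treatment of genome-edited SNCA-luciferase HEK-293 cells, live-cell protease substrate GF-AFC read by fluorescence after 30 min; activity scaled between DMSO (0%) and medium-only (-100%), curves Hill-fitted.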
GPT2 inh: GPT2 alanine aminotransferase inhibition. Q8TD30. Recombinant GPT2, coupled pyruvate oxidase/HRP Amplex Red fluorescence. Potency, µM (doses to about 57.7 µM), without a hit: at the top dose activity change, negative = inhibition, most hits filed as inhibitors. 100,000 tested, 0.25% active. AID 1671188; also: potency is read from the fitted curve at half-maximal effect; nearly all actives have a fitted effect of over 60% in size; many of its hits are not listed in these tables
Target sequence (Q8TD30 whole entry, looked up): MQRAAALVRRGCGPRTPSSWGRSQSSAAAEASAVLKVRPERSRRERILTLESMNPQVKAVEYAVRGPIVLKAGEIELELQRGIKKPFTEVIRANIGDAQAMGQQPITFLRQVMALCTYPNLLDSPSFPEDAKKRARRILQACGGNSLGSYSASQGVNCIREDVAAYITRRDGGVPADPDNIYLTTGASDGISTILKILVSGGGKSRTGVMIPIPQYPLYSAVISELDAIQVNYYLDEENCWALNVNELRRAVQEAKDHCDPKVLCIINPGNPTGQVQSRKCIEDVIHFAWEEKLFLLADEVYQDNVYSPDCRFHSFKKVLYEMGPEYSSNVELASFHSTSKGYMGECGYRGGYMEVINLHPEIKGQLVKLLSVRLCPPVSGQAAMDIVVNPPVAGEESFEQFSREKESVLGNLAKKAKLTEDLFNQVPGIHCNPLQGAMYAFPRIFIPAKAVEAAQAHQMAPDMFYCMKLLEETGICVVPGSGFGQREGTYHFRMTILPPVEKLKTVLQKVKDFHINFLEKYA
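Fluorescence of coupled pyruvate oxidase/HRP/Amplex Red system (50uM Amplex, 30 min, dark) reports pyruvate formed by GPT2. Enzyme reaction: 10ng/uL GPT2, 2mM L-alanine, 250uM a-KG, 30 min room temperature, pH 7.5; 50uM AOA control.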
Numbers without * were called inactive; i = inactive; ? = inconclusive; · = not tested or not shown; [ ] = remark or other dose. Unless noted, calls follow the shape of the dose curve; as a rule, active = well fitted curve in the direction sought with a large enough effect; inconclusive = small, poorly fitted or top-dose-only effect, or another doubt; inactive = no such curve, though single readings can be large; an effect the other way counts as inactive or inconclusive. Unless noted, % is scaled to controls: 0 for no effect and ±100 for the full control effect. A portion of the library; rates above refer to the full screens.

SMILES	3T3 cytotox	HEK cytotox	IP6K1 inhibitor	SNCA expr inhib	FLuc inh	HEK293 viab	GPT2 inh
O=C(NC1CCCC1)N1CCCC(C(=O)N2CCC(c3nc4ncccc4[nH]3)CC2)C1 (stereo not drawn)	-10.2%	i	-12.6	0.3%	·	6.4%	-0.1%
COc1ccc(S(=O)(=O)N2CCN(c3cccc(C)c3C)CC2)c2ccccc12	·	·	-12.0	-6.6%	·	23.6%	·
O=C(Nc1ccc(-c2nnc3n2CCCC3)cc1)c1cnccn1	i	5.4%	22.8	33.1%[activator]	-10.7%	9.6%	i
O=C(NCCc1ccc(Cl)cc1)c1ccc(Nc2nc3ccccc3n3nnnc23)cc1	·	·	27.8	38.0%[activator]	·	-3.5%	·
COc1ccccc1C(=O)N1CCC(N2CCNC2=O)CC1	i	i	-13.0	-10.3%	·	6.7%	i
O=C(c1ccc(Nc2nc3ccccc3n3nnnc23)cc1)N1CCN(c2cccc(C(F)(F)F)c2)CC1	·	·	-12.7	65.6%[activator]	·	-13.6%	·
CC1CNc2c(cccc2S(=O)(=O)N[C@@H](CCCN=C(N)N)C(=O)N2CC[C@@H](C)C[C@@H]2C(=O)O)C1 (stereo partly drawn)	·	·	·	-5.9%	·	3.7%	i
COc1cccc(CNC(=O)c2ccc3c(c2)nc2n3CCC(C)C2)c1OC (stereo not drawn)	·	·	1.4	14.7%	·	-1.5%	·
CN(C)CCCN(C(=O)c1ccc2c(c1)OCCO2)c1nc2ccccc2s1	·	·	15.8	213.8%[activator]	·	-3.9%	·
Cc1ccsc1C(=O)N1CCCC2(C1)Nc1cccnc1NC2=NC1CCCC1 (stereo not drawn)	-32.9%	-40.5%	2.1	65.0%[activator]	-1.9%	7.3%	i
CCn1c2c(c(=O)n3ncc(C(=O)Nc4cc(Cl)ccc4OC)c13)CN(Cc1ccc(OC)cc1)CC2	·	·	-13.9	?	·	-7.9%	·
CCCCOC(=O)N1CCC(OC)c2ccccc2N(C)C(=O)C1 (stereo not drawn)	?	0.5%	-11.1	·	·	·	·
CCCCCn1c(CCCNC(=O)c2cccc(C)c2)nc2ccccc21	·	·	-14.8	?	·	?	·
Cc1ccc(F)cc1NC(=O)CCSc1nc(-c2ccco2)cc(C(F)(F)F)n1	·	·	-11.7	-1.0%	·	-3.2%	·
O=C(NCc1c[nH]c2ncccc12)c1cccnc1	-21.3%[138 µM]	-7.7%[172 µM]	25.0	5.0%[87.6 µM]	-5.8%[172 µM]	5.0%[87.6 µM]	-17.5%[88.5 µM]
O=C(NC1CCc2nnc(C3CC3)n2CC1)c1cnco1 (stereo not drawn)	-5.2%	-9.3%	2.2	14.6%	1.3%	9.4%	-6.9%
Cc1ccc(C(=O)N2CCC(n3cnnc3-c3ccccc3)CC2)s1	-5.0%	-13.3%	12.2	14.0%	·	-10.3%	-6.3%
Cn1cc(NC(=O)CN2CCC(N3CCCC(C(=O)N4CCCC4)C3)CC2)cn1 (stereo not drawn)	-7.9%	-23.4%	-6.7	-8.7%	-7.5%	-18.5%	-1.8%
COc1ccc2c(c1)CCN=C2C[C@H]1CN(S(=O)(=O)C(C)C)CC[C@H]1CC(=O)O	-2.7%[174 µM]	0.1%[172 µM]	13.7	-40.6%[87.6 µM]	-1.6%[172 µM]	-5.6%[87.6 µM]	?
O=C(O)c1ccc(CN2CCC[C@H]2c2nc(-c3ccc(OC4CCCCC4)nc3)no2)cc1	i	-5.5%	5.3	1.6%	?	-0.5%	-10.2%
Cc1ccc(S(=O)(=O)N[C@H](C)c2onc(-c3cccnc3)c2C(=O)O)cc1	-15.2%[138 µM]	-8.2%[172 µM]	-2.4	-11.8%[87.6 µM]	-14.3%[172 µM]	10.7%[87.6 µM]	i
Cc1ccc(Cl)cc1N1CCN(C(=O)c2cnc(N3CCOCC3)c3ccccc23)CC1	·	·	-21.4	?	·	-17.3%	·
Cc1ccc(S(=O)(=O)NCC(c2ccco2)N2CCN(c3ccccc3F)CC2)cc1 (stereo not drawn)	·	·	-15.6	?	·	15.8%	·
O=C1NC2(CCN(Cc3ccccn3)CC2)Oc2ccccc21	-15.8%[138 µM]	-12.0%[172 µM]	17.0	-9.0%[87.6 µM]	6.1%[172 µM]	0.6%[87.6 µM]	i
O=C(NC1CCN(c2cc(-c3cccs3)[nH]n2)C1)c1ccc(F)cc1Cl (stereo not drawn)	?	?	6.6	5.5%	-5.4%	9.2%	-17.6%
CC1(C(=O)O)CCN([S+](=O)([O-])c2cccc(C(F)(F)F)c2)CC1	3.3%	-0.5%	1.0	-10.0%	·	-1.9%	3.0%
Cc1cc(C)n(CC(=O)N2C[C@@H](CO)[C@H](c3ccncc3)C2)n1	-7.5%	-1.5%	9.2	2.4%	3.2%	0.1%	i
O=C(NCC1CN(C(=O)c2cccc(O)c2)CC12CN(c1ccccc1)C2)Nc1ccccc1 (stereo not drawn)	?	?	5.1	-22.3%	11.2%	-3.6%	-9.7%
O=C(NC1CCCCC1)O[C@@H]1CO[C@H]2[C@@H]1OC[C@@H]2n1nnnc1Sc1ncccn1	-7.7%[174 µM]	-11.0%[172 µM]	0.1	6.7%[87.6 µM]	-2.9%[172 µM]	-2.3%[87.6 µM]	i
COc1ccc(C(=O)N2CCOC(CCCC(C)C)C2)cc1OC (stereo not drawn)	?	?	-5.4	1.1%	15.0%	3.6%	?
Cc1ccc(NC(=O)N2CCCOCCNC(=O)[C@@H]3CCCC[C@@H]32)cc1C	i	i	8.9	7.3%	-4.7%	0.1%	4.3%
CSc1ccc(-c2nc(CN3CCN(C(=O)N(C)C)CC3)c(C)o2)cc1	-18.9%	?	-2.1	33.4%[activator]	-8.0%	-0.8%	i
COc1ccc(C(=O)N2CCCC3(C2)NC(=O)N(Cc2ccc(C)cc2)C3=O)cc1OC (stereo not drawn)	i	-1.4%	6.3	36.0%[activator]	-3.5%	-3.0%	i
Cn1ccc(C(=O)N2C[C@H]3CN(C4CCOCC4)C[C@@]3(C(=O)O)C2)n1	2.9%	-0.8%	3.5	4.0%	1.8%	4.4%	i
O=C(Cn1c(=O)n(CCCS(=O)(=O)C2CCCCC2)c(=O)c2ccccc21)Nc1ccc(F)c(Cl)c1	·	·	-8.9	9.9%	·	?	·
Cc1ccc(C)c(NC(=O)CSc2nc(=O)n(Cc3ccncc3)c3c2CCC3)c1	·	·	21.2	1.3%	·	0.4%	·

A run of entries taken from the entries so far, as a working copy:
SMILES	3T3 cytotox	HEK cytotox	IP6K1 inhibitor	SNCA expr inhib	FLuc inh	HEK293 viab	GPT2 inh
COc1ccc(C(=O)N2CCCC3(C2)NC(=O)N(Cc2ccc(C)cc2)C3=O)cc1OC (stereo not drawn)	i	-1.4%	6.3	36.0%[activator]	-3.5%	-3.0%	i
Cn1ccc(C(=O)N2C[C@H]3CN(C4CCOCC4)C[C@@]3(C(=O)O)C2)n1	2.9%	-0.8%	3.5	4.0%	1.8%	4.4%	i
O=C(Cn1c(=O)n(CCCS(=O)(=O)C2CCCCC2)c(=O)c2ccccc21)Nc1ccc(F)c(Cl)c1	·	·	-8.9	9.9%	·	?	·

Other entries
SMILES	3T3 cytotox	HEK cytotox	IP6K1 inhibitor	SNCA expr inhib	FLuc inh	HEK293 viab	GPT2 inh
CCc1ccc(C(=O)c2cn(CC(=O)Nc3cccc(C)c3C)c3nc(C)ccc3c2=O)cc1	·	·	8.7	51.4%[activator]	·	4.5%	·
COc1cccc(-c2cc(C(=O)NC3CC3)c3cnn(C)c3n2)c1	?	?	-12.2	·	·	·	·
Cn1ncc2c(C(=O)N3CCC(c4ccccc4)CC3)cc(-c3ccccc3F)nc21	?	?	-0.6	·	·	·	·
CC(=O)N1CCOc2cc(S(=O)(=O)NCc3ccccc3Cl)c(Cl)cc21	·	·	12.6	-0.9%	·	-6.0%	·
CC(C)Oc1ccc(CN2CCc3nc(N(C)C)[nH]c(=O)c3CC2)cc1	i	-2.1%	3.4	-11.0%	8.0%	4.8%	i
CC1CCN(C(=O)C[C@@H]2c3nc(NC(=O)CC(C)(C)C)sc3C[C@@H]3[C@](C)(CO)[C@H](O)CC[C@]32C)CC1	?	?	-12.5	?	-12.7%	?	i
O=C(c1ccccc1OCC1CCCN(C2CCCCC2)C1)N1CCCC1 (stereo not drawn)	-12.8%	?	4.2	2.2%	-3.9%	-3.6%	i
O=C1N(c2ccccc2)c2ccccc2C12CCN([S+](=O)([O-])c1cccs1)C2 (stereo not drawn)	-27.2%	?	-8.4	18.7%	·	-6.3%	i
COc1ccc(Cl)cc1C(=O)N1CCC(c2n[nH]c(=O)n2-c2ccccc2)CC1	?	-6.6%	-18.9	-8.9%	-5.2%	-2.9%	i
COc1ccc(C2(C(=O)N3CCC4(CCC4OC)CC3)CC2)cc1 (stereo not drawn)	-18.3%	-28.2%	-12.3	11.3%	-8.0%	0.6%	-18.7%
O=C(CCC1CCN(c2cc(NC3CC3)ncn2)CC1)NCc1ccc(F)cc1	-3.2%	-6.3%	17.0	?	?	5.4%	i
Cc1nn(-c2ccccc2)c(OC(=O)c2ccccc2Cl)c1S(=O)(=O)c1ccccc1	·	·	-20.9	-1.4%	·	?	·
CCc1nncn1C1CCN(S(=O)(=O)c2cccc(Cl)c2)CC1	-36.0%	-39.2%	27.8	-8.7%	-13.9%	11.0%	i
COc1ccc(C(=O)N2CCC(N3CCCC3=O)CC2)cc1	0.5%[138 µM]	-1.6%[172 µM]	0.9	28.2%[87.6 µM]	·	3.8%[87.6 µM]	i
O=C(COc1ccccc1)N1CC2(C1)CN(Cc1ccc(Cl)cc1)C(=O)O2	?	?	-2.2	-1.4%[87.6 µM]	0.9%[172 µM]	3.2%[87.6 µM]	-1.5%[88.5 µM]
Cc1ccsc1C(=O)N1CCc2nn(C)c(=O)n2CC1	-3.9%	-1.4%	6.0	4.6%	-0.2%	4.5%	2.9%
CO[C@H]1C(=O)N(C2CCN(S(=O)(=O)C(C)C)CC2)[C@H]1c1ccncc1	-6.6%	i	9.5	21.1%	-11.0%	-1.7%	i
CCCC(=O)N(c1ccc2oc(C)c(C(C)=O)c2c1)S(=O)(=O)c1ccc(CC)cc1	·	·	23.2	?	·	-8.4%	·
COc1cccc(-c2nc(N3CCOCC3)cc3c2CN(C)C3=O)c1OC	?	?	9.7	0.2%[87.6 µM]	10.4%[172 µM]	?	0.2%[88.5 µM]
CN(C)C(=O)C1CN(C(=O)NCc2ccccc2)CC12CCOCC2 (stereo not drawn)	-11.0%	-9.9%	4.4	13.8%	-9.3%	5.5%	-3.9%
CCOC(=O)c1cc2c(=O)n3ccccc3nc2n(CC(C)C)c1=NC(=O)C(C)(C)Oc1ccc(Cl)cc1	·	·	-13.7	14.2%	·	?	·
Cc1ccc(-c2cnc(C3CC3)o2)cc1S(=O)(=O)Nc1ccc(F)cc1Cl	·	·	1.2	-5.1%	·	-7.2%	·
